EWS-Fli block = EWS/Fli transcriptional activity inhibition; A673 NR0B1-luciferase reporter, viability-normalised; hit rate 0.67% among 350,000; inhibition, % at 12.6 µM;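 active means mean inhibition of at least 50% after viability correction, with every replicate also passing that limit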;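 further: firefly luciferase signal divided by Alamar Blue viability fluorescence both relative to DMSO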
E-sel inducer = E-selectin induction on HUVECs | activation, % at 7.58 µM | hit rate 0.37% among 260,000 | HUVEC E-selectin immunofluorescence imaging; normalized: neutral wells 0, TNF-alpha wells 100 | AID 686992;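 active means mean E-selectin-positive cell signal at least 10% of the positive control, reached in at least 60% of replicates, without over 20% cell loss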;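 further: in these data hits start at about 27%; measured in HUVEC primary endothelial cells; signal is the percent of cells scored E-selectin positive by PE staining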
Target sequence (P16581 whole entry, looked up): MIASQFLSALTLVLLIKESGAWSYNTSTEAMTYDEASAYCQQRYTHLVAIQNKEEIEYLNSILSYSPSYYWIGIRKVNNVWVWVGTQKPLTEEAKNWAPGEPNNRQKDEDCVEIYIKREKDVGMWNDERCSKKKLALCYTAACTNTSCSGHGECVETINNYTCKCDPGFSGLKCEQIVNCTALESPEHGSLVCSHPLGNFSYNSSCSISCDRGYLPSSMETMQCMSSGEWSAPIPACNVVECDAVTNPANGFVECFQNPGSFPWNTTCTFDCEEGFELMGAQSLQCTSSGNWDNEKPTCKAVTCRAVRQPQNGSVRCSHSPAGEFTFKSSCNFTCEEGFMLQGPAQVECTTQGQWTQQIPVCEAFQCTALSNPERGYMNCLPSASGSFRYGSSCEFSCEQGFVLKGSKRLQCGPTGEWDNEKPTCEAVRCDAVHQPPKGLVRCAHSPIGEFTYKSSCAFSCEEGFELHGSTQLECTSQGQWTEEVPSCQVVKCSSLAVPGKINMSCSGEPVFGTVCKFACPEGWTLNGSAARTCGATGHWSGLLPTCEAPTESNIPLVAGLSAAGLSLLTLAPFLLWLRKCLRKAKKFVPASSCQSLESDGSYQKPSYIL
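Material: HUVEC primary endothelial cells; Amount: 3,000 cells per well; Dosing: single concentration; Medium: EGM-2 growth medium on 0.1% gelatin-coated wells; Read-out basis: percent E-selectin-positive cells; Signal: immunofluorescence imaging; Control set: TNF-alpha, DMSO.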
FN deposit inh = fibronectin deposition inhibition; AH1F fibroblasts, Alexa488-fibronectin deposition fluorescence, overnight; inhibition, % at 12.6 µM; hit rate 0.086% among 350,000; AID 743247;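 active means mean inhibition across replicates of 30% or more, regardless of how many single replicates reach that level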;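 further: positive control wells lacked labelled fibronectin entirely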
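material = AH1F fibroblast monolayer depositing Alexa488-labelled fibronectin into matrix | amount = 10000 AH1F cells/well | buffer or medium = DMEM plus 2% serum, read in PBS | incubation = 1 h cell adhesion before compound, then overnight fibronectin incubation | detection = fluorescence at 485 nm excitation, 525 nm emission | evaluation = percent inhibition as loss of matrix-bound fibronectin fluorescence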
RAD52 anneal inh = RAD52 (human) annealing inhibition; P43351; recombinant RAD52 DNA annealing, FRET fluorescence; inhibition, % at 18.7 µM; hit rate 0.46% among 360,000;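 active means every replicate showing at least 50% inhibition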
Target sequence (P43351 whole entry, looked up): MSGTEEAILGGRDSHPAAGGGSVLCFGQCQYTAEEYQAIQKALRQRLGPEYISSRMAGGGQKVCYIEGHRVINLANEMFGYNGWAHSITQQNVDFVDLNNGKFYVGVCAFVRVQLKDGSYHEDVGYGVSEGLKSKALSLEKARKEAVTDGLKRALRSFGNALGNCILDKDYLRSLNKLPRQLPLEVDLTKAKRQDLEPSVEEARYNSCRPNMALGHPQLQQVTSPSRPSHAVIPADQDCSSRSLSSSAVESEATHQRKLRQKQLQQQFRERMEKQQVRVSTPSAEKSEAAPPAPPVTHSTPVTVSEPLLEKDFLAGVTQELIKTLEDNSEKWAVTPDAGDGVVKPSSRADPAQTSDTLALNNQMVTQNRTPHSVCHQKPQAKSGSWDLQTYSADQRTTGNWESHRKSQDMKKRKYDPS
esBAF inh = SWI/SNF esBAF complex inhibition | mouse ES cells, Bmi1-luciferase knock-in reporter, 24 h; 100% = twice the neutral-well signal | reporter increase, % at 12.5 µM | hit rate 2% among 350,000; in the data active means activation above about 40%;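 further: 0% = median of the plate's neutral control wells and 100% = double that signal; a rise in the Bmi1 reporter signal indicates esBAF inhibition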
Xi reactivation = activators of X-chromosome reactivation in mouse fibroblasts; XiGFP mouse fibroblasts, % GFP-positive cells imaging, 3 d; cells co-treated with 5-aza-dC sensitizer; scaled so ellipticine positive control = 100%; activation, % at 7.58 µM; hit rate 0.055% among 360,000;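 active means mean normalized replicate activation at least 10% and every replicate at or above 10%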;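 further: 0% = median of on-plate neutral control wells and 100% = ellipticine 6 µM median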
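material = 68-5-11 XiGFP fibroblast line | medium = DMEM plus 5-aza-dC sensitizer | schedule = 3 days compound exposure | benchmarks = positive control ellipticine, 6 µM final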
S100A4 MyoIIA = blocks human S100A4 binding to myosin IIA peptide | S100A4/TAMRA-MyoIIA peptide fluorescence polarization | inhibition, % at 10.7 µM | hit rate 0.14% among 360,000;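 active means mean inhibition of at least 70% across replicates, with every replicate also reaching that level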
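Material: S100A4 monomer protein / Buffer or medium: 50 mM HEPES pH 7.2, 10 mM CaCl2, 100 mM KCl / Times: 5 min incubation before reading / Benchmarks: neutral control DMSO, positive control TFP / Reagent: labelled myosin peptide probe, 5 nM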
RAD54 branch = inhibitors of human RAD54 branch migration. hit rate 0.14% among 360,000. RAD54 Holliday junction branch migration, FAM/BHQ fluorescence. inhibition, % at 10.4 µM. Q92698. AID 602329;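 active means mean normalized replicate activity at least 40 and at least half of replicates scoring 40 or more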;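 further: 0% = median of neutral control wells and 100% = median of positive control wells; inhibitors cause a drop in the FAM fluorescence signal; in these data hits start at about 50%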
The depositor's hits bear a star; . = not tested or not shown; & = joins results of further samples.

SMILES	EWS-Fli block	E-sel inducer	FN deposit inh	RAD52 anneal inh	esBAF inh	Xi reactivation	S100A4 MyoIIA	RAD54 branch
Cc1ccc(NS(=O)(=O)c2c(C(=O)N3CCCCCC3)c(C)n(C)c2C)c(C)c1	0.5	-1.1	3.4	-22.0	-0.9	0.1	-4.3	-2.2
O=C(O)COn1c(-c2ccccc2)nc2ccc(Cl)cc21	-29.7	.	-4.9	-6.8	.	0.1	-1.4	.
COc1ccc2c3c([nH]c2c1)[C@H](CO)N(C(=O)C1CCC1)CC31CCN(Cc2nccs2)CC1	-0.2	-0.2	.	-5.2	.	0.2	3.8	.
COCc1cn(CC[C@H]2CC[C@H](NC(=O)Nc3ccc(C(F)(F)F)cc3)[C@H](CO)O2)nn1	.	-0.3	-3.3	-8.0	-0.5	0.3	1.8	2.9
NC(=O)c1ccc(C(F)(F)F)n(Cc2ccc(F)c(F)c2)c1=O	-2.0	.	-3.3	-10.3	.	0.0	11.6	.
O=C(CSc1nc2ccccc2s1)Nc1ccc(C(=O)O)cc1	0.7	3.6	-25.8	-1.9	7.8	0.1	15.6	7.8
CCCNC(=O)N[C@H]1CC[C@H](CC(=O)N2CCN(C)CC2)O[C@H]1CO	-12.1	0.2	-0.3	0.8	-4.6	0.1	2.5	0.1
CC(=O)Oc1ccccc1C1=NN(C(C)=O)C(c2ccccc2)C1 (configuration not stated)	6.7	.	0.9	-0.8	.	0.0	-12.6	.
Cn1c(C(=O)NCCN2CCN(c3ccccc3F)CC2)cc2c(=O)n(C)c3ccccc3c21	2.4	-0.1	-7.3	-6.8	-7.7	0.2	23.5	11.9
Nc1[nH]c(C(=O)c2ccccc2)c(-c2ccccc2Br)c1C(=O)NCCc1c[nH]c2ccccc12	-3.1	0.3	3.8	-15.1	.	0.5	-2.1	.
COc1ccc2c3c([nH]c2c1)[C@H](CO)N(C(=O)NC(C)C)CC31CCN(Cc2ccc(F)cc2)CC1	10.4	-0.3	.	5.1	.	0.0	-6.5	.
CCCCN(C(=O)NC(=O)Nc1ccc(C)cn1)S(C)(=O)=O	2.5	.	.	-2.6	.	0.1	-2.2	.
O=C(COc1ccc2c(c1)oc(=O)c1ccccc12)NCCN1CCOCC1	-13.7	.	-5.5	-0.3	-1.5	0.0	2.6	18.4
CC1CCN(C(=O)CNC(=O)c2cccc(OC(F)F)c2)CC1	-7.7	.	-7.9	-12.5	2.1	0.3	2.2	2.9
CCc1nnc(NS(=O)(=O)c2ccc(N/C=C/C(=O)c3ccc(OC)cc3)cc2)s1	-16.1	0.8	-5.4	-25.7	7.7	0.3	12.2	-7.6

In the list so far, two contain a CF3 group.
SMILES	EWS-Fli block	E-sel inducer	FN deposit inh	RAD52 anneal inh	esBAF inh	Xi reactivation	S100A4 MyoIIA	RAD54 branch
COCc1cn(CC[C@H]2CC[C@H](NC(=O)Nc3ccc(C(F)(F)F)cc3)[C@H](CO)O2)nn1	.	-0.3	-3.3	-8.0	-0.5	0.3	1.8	2.9
NC(=O)c1ccc(C(F)(F)F)n(Cc2ccc(F)c(F)c2)c1=O	-2.0	.	-3.3	-10.3	.	0.0	11.6	.

New compounds follow.
SMILES	EWS-Fli block	E-sel inducer	FN deposit inh	RAD52 anneal inh	esBAF inh	Xi reactivation	S100A4 MyoIIA	RAD54 branch
Cc1ccc(S(=O)(=O)Nc2ccc3c(c2)C(=O)N([C@H](C)CO)C[C@@H](C)[C@H](CN(C)Cc2ccc(Cl)c(Cl)c2)O3)cc1	4.8	-0.6	.	-16.5	2.8	-1.0	1.2	-29.0
CCOc1ccc(NC(=O)NNC(=O)c2ccc(Cl)cc2Cl)cc1	12.6	3.3	3.7	-12.9	.	-0.7	2.3	.
CCc1ccc(NC(=O)C2CCCN2c2nn3c(=O)cc(C)nc3s2)cc1 (configuration not stated)	-2.2	-0.7	5.0	-12.5	15.0	0.2	-1.5	-10.8
CN(C)c1nc(N(C)C)nc(N(C#N)CN2C(=O)c3ccccc3S2(=O)=O)n1	-1.1	-0.2	-3.3	-3.6	-6.7	0.3	2.0	4.7
CCOC(=O)CCCNC(=O)CCNC(=O)c1ccc(OCCC(C)C)cc1	6.2	4.5	3.7	-1.1	.	0.6	-12.1	1.2
O=S(=O)(NC1CCCCC1Sc1ncccn1)c1ccc(Cl)cc1 (configuration not stated)	-10.6	.	-13.2	-8.8	.	0.4	6.2	.
Nc1nc(N)c2cc(S(=O)(=O)c3ccc4ccccc4c3)ccc2n1	40.0	0.1	-5.2	-18.7	-50.7	0.2	-3.7	-2.4
COc1cccc(NC(=O)C2CCN(S(=O)(=O)c3ccc4c(c3)NC(=O)C(C)S4)CC2)c1 (configuration not stated)	.	.	-0.9	-79.5	-1.2	0.0	-8.9	2.3
CN(CCc1ccccn1)C(=O)CC1C(=O)NCCN1Cc1cccc(F)c1 (configuration not stated)	2.9	-0.3	8.1	-50.3	-3.7	0.1	1.4	-6.3
O=C(CN1CCOCC1)Nc1ccc2c(c1)CCC2	-22.4	10.6	10.0	-16.0	.	0.4	7.8	4.7
Cc1ccccc1OCC(=O)OCC(=O)Nc1ccc2c(c1)OCO2	0.2	.	-1.5	-12.6	-4.1	0.2	-1.2	-8.7
CNc1cnc(-c2cccc(C(=O)N3CCOCC3)c2)cn1	-3.0	0.3	-15.2	0.1	-1.0	-0.2	-10.3	-11.1
CC(C)c1cn(CC[C@@H]2CC[C@H](NS(=O)(=O)c3ccc(F)cc3)[C@@H](CO)O2)nn1	6.5&5.7	-0.1&0.2	-7.7&5.4	-8.4&-14.1	-3.0	0.4&0.0	3.2&-4.8	1.8
C[C@H](CO)N1C[C@H](C)[C@H](CN(C)S(=O)(=O)c2cccs2)Oc2ccc(NC(=O)c3ccncc3)cc2CC1=O	1.8	.	-8.2	-2.1	-0.4	-0.2	7.2	-9.7
COc1ccc2c(c1)[C@]1(C[C@H](O)CO1)C(=O)N2C	-6.3	-0.2	3.9	-2.0	.	0.6	1.3	.
N#Cc1ccc(-c2ccc([C@H]3[C@H](CO)N4C(=O)CNC[C@@H]34)cc2)cc1	-0.7	0.2	-9.6	4.0	.	0.1	-8.0	.
Cc1ccc(N2CCN(S(=O)(=O)c3ccc(-n4cnnn4)cc3)CC2)c(C)c1	.	2.0	-0.7	-2.4	0.9	0.1	-1.1	4.2
CC1=CCC(C(=O)O)C(C(=O)Nc2cccnc2)C1 (configuration not stated)	1.8	.	.	-2.5	.	0.0	3.8	.
COc1ccc(C(=O)C=Cc2cccs2)c(O)c1	-63.9	0.3	-1.4	-13.3	45.0*	0.2	-2.2	1.7
Cc1cccc(C)c1NC(=S)NCCSc1ccc(Cl)cc1	10.5	0.3	0.0	2.8	-5.6	0.0	17.5	10.2
COc1ccc(CN(C)C[C@H]2Oc3ccc(NS(=O)(=O)c4ccc(Cl)cc4)cc3C(=O)N([C@@H](C)CO)C[C@@H]2C)cc1	1.8	-4.0	3.0	13.9	3.3	-0.5	-78.2	11.7
CO[C@H]1CN(C)C(=O)c2ccc(NS(=O)(=O)CC(F)(F)F)cc2OC[C@H](C)N(C)C[C@@H]1C	-4.9	0.1	14.1	-7.4	.	0.0	-2.0	.
Cc1cc(C)c(NC(=O)CNC(=O)COC(=O)CN2C(=O)NC3(CCCC3)C2=O)c(C)c1	2.5	.	-5.1	-1.6	-1.7	0.2	2.8	-10.4
COc1cc(-c2nc3cnccn3c2NC(C)(C)CC(C)(C)C)ccc1O	16.2	-0.1	9.0	-8.2	-10.8	0.0	-2.2	-1.9
CC(C)(C)OC(=O)NC(CO)c1cn([C@@H](Cc2cc3ccccc3[nH]2)C(=O)N2CCN(C(=O)OC(C)(C)C)CC2)nn1 (some centres not stated)	-1.0	0.2	-8.7	-32.2	10.9	-0.1	-1.1	-0.9
CO[C@@H]1CC[C@@H]2CCN(C)C(=O)C[C@H](c3ccccc3)CN(C)C(=O)c3cccc(C#N)c3OC[C@@H]1O2	4.7	0.2	-1.1	-2.9	0.0	-0.1	0.1	-6.3
O=C(c1ccc(F)cc1)N1CC2(C1)[C@H](c1ccccc1)[C@@H](CO)N2Cc1ccccn1	6.1	0.0	.	-16.7	.	0.2	21.9	.
CCC1CN(C(=O)NCc2ccc(F)cc2)c2cc(Cl)ccc2O1 (configuration not stated)	-0.8	0.1	-6.5	-10.4	-4.4	0.0	-7.3	5.5
COc1ccc(S(=O)(=O)N2CCCCC2)cc1NC(=O)c1ccc([N+](=O)[O-])o1	27.0	4.5	3.3	3.0	3.7	0.1	-4.1	-4.0
CCNC(=O)Nc1ccc2c(c1)C(=O)N(C)[C@@H]1CC[C@H](CC(=O)NCC3CCCCC3)O[C@@H]1CO2	-2.7	0.0	-1.0	1.6	0.3	0.2	1.3	-3.2
O=C(c1ccc(OC2CCN(Cc3ccccn3)CC2)cc1)N1CCC[C@H]1CO	10.4	-0.3	-3.9	-13.9	.	-0.1	-2.6	-7.4
COc1ccccc1C(=O)OCC(=O)Nc1cccc(S(=O)(=O)NC2=NCCCCC2)c1	5.2	-0.1	-5.9	-10.1	-5.5	-0.1	-2.0	-10.6
N#C[C@H]1[C@H](c2ccc(-c3ccccc3)cc2)[C@H](CO)N1C(=O)Cc1ccncc1	3.1	-0.1	-3.0	-137.5	20.4	0.2	-18.5	-10.2
O=C(NCCc1ccc(F)cc1)C(=O)NCC1CCCN1S(=O)(=O)c1ccccc1 (configuration not stated)	48.0	-0.6	3.7	-17.2	12.2	0.0	-0.4	3.7
CC(C)Cn1c(N)c(C(=O)COC(=O)c2ccc(Br)cc2)c(=O)n(C)c1=O	5.7	.	6.0	-9.9	10.9	-0.1	-3.3	17.1
COc1cccc(CNC(=O)CCCc2c[nH]c3ccccc23)c1	11.0	0.2	.	-2.4	-3.1	0.1	4.7	-2.3
COc1ccc2c(c1)c(=Cc1ccc(N(C)C)cc1)c1cc(-c3ccccc3)[n+](C)n12	46.7	196.8*	-15.8	-118.8	.	1.0	-47.5	.
Cc1ccc(C)c(N(C)C(=O)c2ccc3c(=O)n4c(nc3c2)CCCCC4)c1	12.2	.	-0.9	-3.4	-3.1	0.0	3.1	5.5
CCOC(=O)[C@]12CCCC=C1N(Cc1ccc3c(c1)OCO3)C(=O)[C@H](CC(=O)NCC13CC4CC(CC(C4)C1)C3)C2	-13.2	-0.2	.	-19.9	.	0.3	-4.7	.
CN(C)CCCN(C(=O)c1ccc(S(=O)(=O)N2CCCCCC2)cc1)c1nc2cc3c(cc2s1)OCO3	12.4	-0.2	-1.0	6.7	-4.4	0.0	-1.1	13.3
COC(=O)[C@@]12C[C@@H](CC(=O)NCc3cccs3)C(=O)N(Cc3ccccc3)C1=CCC(C)(C)C2	-0.8	-0.2	-10.7	-8.1	.	0.5	-11.7	.

Source: PubChem
